Compound activity deposited in PubChem BioAssay by several laboratories.
Rac1 GTP hydrolysis – MgcRacGAP GTPase-activating activity inhibitors, confirmation, biochemical, ADP Hunter fluorescence. Rac GTPase-activating protein 1 (Homo sapiens). MgcRacGAP-stimulated Rac1 GTP hydrolysis, ADP Hunter fluorescence; higher % means a stronger effect; GST-tagged Rac1 F28L mutant substrate. AID 624330, 2012. inhibition, % at 30 µM, or IC50 in µM where a hit was titrated. actives 0.6% (n = 340,000);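 active means first-screen hits whose inhibition reached a set limit at any dose in the follow-up dose series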;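 further: fluorescence reports GDP produced by GAP-driven GTP hydrolysis; strong numbers were not always called active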
KOR beta-arrestin-1 – KOR antagonists, beta-arrestin recruitment, cell-based, luminescence, uHTS (AID 1778); Kappa-type opioid receptor (Homo sapiens); KOR beta-arrestin recruitment, luminescence, antagonist mode; higher % means a stronger effect; actives 0.091% (n = 290,000); inhibition, % at 10 µM, or IC50 in µM where a hit was titrated; in the data active means inhibition above about 50%; further: strong numbers were not always called active
NTR1 ag – agonists of NTR1, primary screen, imaging, U2OS cells, beta-arrestin-GFP, high content (AID 493036). activation, % at 20 µM. NTR1-U2OS beta-arrestin-GFP spot imaging, agonist mode. actives 0.17% (n = 330,000). Neurotensin receptor type 1 (Homo sapiens), P30989;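 active means activation at or above 40% of the spot to cytoplasm intensity ratio, with at least 20 cells analyzed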;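 further: 0% = DMSO without peptide and 100% = 100 nM NTR1 peptide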
Target sequence (P30989 whole entry, looked up): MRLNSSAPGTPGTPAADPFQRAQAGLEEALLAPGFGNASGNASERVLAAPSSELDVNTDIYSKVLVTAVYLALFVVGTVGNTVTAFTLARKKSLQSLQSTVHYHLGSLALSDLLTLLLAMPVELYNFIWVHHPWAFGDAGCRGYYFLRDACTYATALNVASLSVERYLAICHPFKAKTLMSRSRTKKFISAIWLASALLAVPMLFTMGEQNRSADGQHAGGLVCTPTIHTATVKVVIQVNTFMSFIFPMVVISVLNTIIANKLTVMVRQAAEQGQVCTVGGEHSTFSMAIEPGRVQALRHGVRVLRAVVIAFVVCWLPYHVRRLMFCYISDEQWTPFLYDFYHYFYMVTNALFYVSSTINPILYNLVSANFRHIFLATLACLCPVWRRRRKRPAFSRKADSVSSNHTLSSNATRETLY
GPR55 antagonists – GPR55 antagonists blocking LPI-driven arrestin recruitment, primary screen, imaging, U2OS, beta-arrestin-GFP, LPI agonist (AID 2013); one-dose inhibition, % at 10 µM; IC50 in µM for titrated hits; U2OS GPR55 beta-arrestin-GFP translocation imaging, LPI antagonism; higher % means a stronger effect; G-protein coupled receptor 55 (Homo sapiens); actives 0.13% (n = 290,000);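 active means spots per cell inhibited over 60%, with over 100 cells counted and total cytoplasm intensity under 500,000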;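 further: U2OS cells stably carrying GPR55 and arrestin-GFP stimulated by 5 µM LPI near EC80; imaged beta-arrestin-GFP aggregate spots per cell after agonist stimulation; plate controls were LPI-stimulated DMSO wells for no effect and DMSO wells without LPI for full effect; some results filed as inactive read as strong as hits; confirmed hits need IC50 under 10 µM and bright autofluorescent wells are also inconclusive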
GPR55 activation – GPR55 agonists via beta-arrestin recruitment, primary screen, imaging, U2OS cells, beta-arrestin-GFP redistribution (AID 1961) | actives 0.048% (n = 290,000) | activation, % at 10 µM; hits with a dose series show EC50 in µM | U2OS GPR55 beta-arrestin-GFP redistribution imaging; higher % means a stronger effect;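 active means activation above 40% with more than 50 cells counted in the well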;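 further: U2OS osteosarcoma cells stably expressing GPR55 and beta-arrestin-GFP; plate controls were DMSO negative control for no effect and LPI positive control for full effect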
NOD1 NF-kB reporter – NOD1 signaling inhibitors, primary screen, cell-based, luminescence, uHTS (AID 1578); inhibition, % at 4 µM; hits with a dose series show EC50 in µM; actives 1% (n = 290,000); NOD1-driven NF-kB luciferase reporter cells, luminescence; higher % means a stronger effect; in the data active means inhibition mostly above about 36%, no sharp cut-off; inactive means mostly below about 34%;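 further: HEK-293T reporter cells stimulated with the NOD1 agonist gamma-tri-DAP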
GPR35 arrestin U2OS – GPR35 antagonists blocking zaprinast-driven arrestin recruitment, primary screen, imaging, U2OS, beta-arrestin-GFP, zaprinast agonist (AID 2058); G-protein coupled receptor 35 (Homo sapiens); U2OS GPR35 beta-arrestin-GFP translocation imaging, zaprinast antagonism; higher % means a stronger effect; one-dose inhibition, % at 10 µM; IC50 in µM for titrated hits; actives 0.052% (n = 290,000);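 active means inhibition of at least 50% with at least 30 cells and total cytoplasm GFP at most 10,000,000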
K1F lysis inhibition – inhibition of K1F phage lysis, E. coli UTI89, bacterial capsule biogenesis inhibitors, alamar blue (AID 488966) | one-dose inhibition, % at 100 µM; IC50 in µM for titrated hits | actives 0.02% (n = 340,000) | E. coli UTI89 K1F phage lysis, alamar blue, 2 h; higher % means a stronger effect;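 active means phage lysis inhibition, versus mean bacterial control, above a set limit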;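 further: capsule biogenesis inhibitors block K1F phage lysis so surviving cells raise fluorescence; higher fluorescence means more inhibition of phage lysis; actives were called in the ten point dose series up to 300 µM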
KOR beta-arrestin-2 – KOR agonists, beta-arrestin recruitment, primary screen, cell-based, luminescence, uHTS (AID 1777); one-dose activation, % at 10 µM; EC50 in µM for titrated hits; KOR beta-arrestin recruitment, luminescence; higher % means a stronger effect; actives 0.02% (n = 280,000); Kappa-type opioid receptor (Homo sapiens); in the data active means activation above about 50%, passing the limit was not always enough; further: a part of the inactive calls stands beside numbers as strong as those of hits
NTR1 ag cell count 20 µM – also measured in NTR1 ag; calls as there; cell count; measured here: cell count, cytotoxicity flag
* = called active by the depositor; x = not tested or not shown; [ ] = remark or other dose. This is a subset, so the mix of outcomes need not match the whole.

SMILES | Rac1 GTP hydrolysis | KOR beta-arrestin-1 | NTR1 ag | NTR1 ag cell count 20 µM | GPR55 antagonists | GPR55 activation | NOD1 NF-kB reporter | GPR35 arrestin U2OS | K1F lysis inhibition | KOR beta-arrestin-2
COc1ccc(C)cc1NC(=S)NC(C)c1ccc(OC)c(OC)c1 (stereo not drawn) | -8% | 1% | 0.1 | 33 | -14% | 0.2% | 4% | -9% | -0.5% | 7.1%
O=C(C1CC(=O)N(C2CCCC2)C1)N1CCN(c2ccccc2)CC1 (stereo not drawn) | 5% | -3% | 1.2 | 50 | -6% | -0.1% | -10% | 12% | 1.1%[50 µM] | 7.7%
O=C(/C=C/c1ccccc1Cl)Nc1ccc(-c2nnc3n2CCCCC3)cc1 | 4% | -23% | 1.7 | 78 | 1% | -0.2% | -9% | -5% | 0.8% | 3.6%
Nc1ccc2oc3ncccc3c(=O)c2c1 | 5% | 30% | -0.9 | 50 | 3% | 0.1% | x | 4% | 3.4% | -0.8%
O=c1c(Cl)c(NCc2ccccc2)cnn1C12CC3CC(CC(C3)C1)C2 | -3% | -32% | 3.0 | 71 | -5% | -0.3% | 14% | -3% | 2.0%[50 µM] | 4.4%
Cc1cccnc1CCNCc1c(C(=O)N2C[C@@H](C)O[C@@H](C)C2)nc2ccc(Cl)cn12 | -5% | -23% | 0.9 | 57 | -14% | 0.0% | 12% | -2% | -0.1%[50 µM] | 10%
Cc1ccc(NC(=O)c2ccco2)c(NC(=O)CN2C(=O)c3ccccc3C2=O)c1 | 15% | 13% | 0.0 | 52 | 19% | -0.2% | -17% | -10% | 0.2% | -1.4%
COc1cc(CNc2nnnn2C)ccc1OCc1c(F)cccc1Cl | 1% | -14%[20 µM] | 2.3 | 31 | 4% | -0.1% | -41% | 15% | -0.1% | x
O=C(NCC1OCCCN1S(=O)(=O)c1ccc(F)cc1)C(=O)NC1CCCC1 (stereo not drawn) | 1% | 10% | 1.0 | 52 | 2% | 0.0% | -23% | 3% | -0.1% | 3.2%
Nn1c(SCC(=O)Nc2nc3ccccc3s2)nncc1=O | 11% | -37% | 0.2 | 63 | 14% | -0.2% | -21% | -8% | 1.6%[50 µM] | 7.7%
CCn1c(SCC(=O)Nc2ccc(N(C)C)cc2)nnc1-c1cccc(C)c1 | 65µM* | -27% | 0.8 | 53 | 4% | -0.1% | -22% | 3% | -0.2%[50 µM] | -6.1%
Cc1cc(C)nc(Nc2ncn[nH]2)n1 | x | 15% | 1.3 | 94 | 4% | -0.2% | -7% | 13% | x | -3.3%
Cc1ccccc1-n1nc(-c2ccc(N)cc2)cc1N | 2% | -26% | -0.4 | 67 | 6% | 0.2% | -12% | 5% | 0.1% | -0.1%
CC1(C)Cc2c(cnn2-c2ccccc2)C(NC(=O)CCN2CCCC2=O)C1 (stereo not drawn) | 6% | -42% | -0.4 | 57 | -11% | 0.5% | -22% | 65% | 0.2% | 1.4%
O=C(Nc1cnc2ccccc2c1)c1ccncc1 | -1% | -4% | -1.0 | 87 | 1% | -0.1% | -22% | 11% | 0.2% | 0.2%
CCOc1cc(C(=O)Nc2cc3c(cc2N2CCCC2)n(C)c(=O)n3C)cc(OCC)c1OCC | 14% | -29% | 2.5 | 45 | -1% | -0.1% | -12% | -8% | 0.1% | 2.3%
O=C(NC1CCCCC1)N1CCN(C(c2ccccc2)c2ccccc2)CC1 | 4% | -8% | 2.1 | 55 | 13% | -0.1% | 6% | -2% | 0.2% | -6.5%
CC(C)(C)c1ccc(C(=O)/C=C2\NC(=O)CS2)cc1 | 0% | -7% | 1.6 | 59 | 11% | -2.0% | -74% | 0% | 0.2% | 5.0%
O=C(NC1CCN(Cc2ccccc2)CC1)c1ccccc1OCc1ccccc1Cl | 8% | 13% | 11 | 64 | 7% | -0.1% | -3% | -2% | 0.4% | 3.2%
Cc1c(O)ccc(/C(Cc2ccc3ccccc3n2)=N\O)c1O | 62µM* | 20% | 5.9 | 96 | -6% | 0.0% | 7% | 24% | -0.3% | -1.2%
O=C(CCn1ccnc1)Nc1nc2ccccc2[nH]1 | 3% | 0% | 0.7 | 65 | 12% | -0.3% | -33% | 5% | 0.0% | -4.6%
CC1CCCCC1NC(=O)COC(=O)c1ccc(N(C)C)cc1 (stereo not drawn) | 10% | 21% | 0.8 | 50 | -1% | -0.1% | -9% | -7% | 6.7% | 2.9%
COc1ccc(N2CCN(S(=O)(=O)c3ccc4c(c3)CC(C)N4C(=O)C3CC3)CC2)cc1 (stereo not drawn) | 7% | -29% | 4.1 | 57 | 5% | -0.1% | -14% | 8% | -0.2% | 3.8%
O=C(Cn1c(=O)c(=O)n(Cc2ccccc2)c2ccc(Cl)cc21)Nc1cc(F)ccc1F | x | -7% | 1.3 | 82 | 8% | -0.2% | -32% | 10% | x | -0.3%
C=C(C)C1CCC2(C(=O)O)CCC3(C)C(CCC4C5(C)C(C=O)C(O)C(C)(C)C5CCC43C)C12 (stereo not drawn) | -2% | -22% | 34 | 93 | -1% | 0.0% | 3% | -7% | -0.3% | 6.1%
COc1ccccc1NC(=O)Oc1ccc(C(C)=O)cc1 | -3% | -16% | 7.0 | 56 | 4% | -0.1% | -1% | -3% | 2.3% | 2.2%
CCOc1ccc(/C=N/O)cc1 | 6% | -10% | -1.0 | 56 | -4% | 0.3% | -10% | -3% | -6.3% | 0.5%
Cc1nc(Nc2ccc(F)cc2)[nH]c(=O)c1CCC(C)C | 7% | -18% | 6.0 | 86 | -7% | -0.2% | -1% | -9% | -0.1% | 5.7%
O=C(CSc1nnc(CNc2ccccc2)o1)c1ccc2c(c1)OCCO2 | 7% | 22% | 3.2 | 39 | 6% | -0.1% | -22% | 0% | -0.5% | x
Nc1ccc(SCC(=O)Nc2cccc([N+](=O)[O-])c2)cc1 | 9% | -28% | -2.1 | 88 | 6% | 1.6% | -47% | -10% | 0.1% | 0.9%

Whole records from above. Screens in order: Rac1 GTP hydrolysis	KOR beta-arrestin-1	NTR1 ag	NTR1 ag cell count 20 µM	GPR55 antagonists	GPR55 activation	NOD1 NF-kB reporter	GPR35 arrestin U2OS	K1F lysis inhibition	KOR beta-arrestin-2
Shown for CC(C)(C)c1ccc(C(=O)/C=C2\NC(=O)CS2)cc1 : 0%	-7%	1.6	59	11%	-2.0%	-74%	0%	0.2%	5.0%
Shown for O=C(CCn1ccnc1)Nc1nc2ccccc2[nH]1 : 3%	0%	0.7	65	12%	-0.3%	-33%	5%	0.0%	-4.6%
Shown for O=C(CSc1nnc(CNc2ccccc2)o1)c1ccc2c(c1)OCCO2 : 7%	22%	3.2	39	6%	-0.1%	-22%	0%	-0.5%	x
Shown for O=C(NC1CCN(Cc2ccccc2)CC1)c1ccccc1OCc1ccccc1Cl : 8%	13%	11	64	7%	-0.1%	-3%	-2%	0.4%	3.2%
Shown for Cc1c(O)ccc(/C(Cc2ccc3ccccc3n2)=N\O)c1O : 62µM*	20%	5.9	96	-6%	0.0%	7%	24%	-0.3%	-1.2%

New compounds follow:
SMILES | Rac1 GTP hydrolysis | KOR beta-arrestin-1 | NTR1 ag | NTR1 ag cell count 20 µM | GPR55 antagonists | GPR55 activation | NOD1 NF-kB reporter | GPR35 arrestin U2OS | K1F lysis inhibition | KOR beta-arrestin-2
Cc1nc2cc(-c3ccc(F)cc3)nn2c(N2CCOCC2)c1C | x | -1% | x | x | 10% | -0.1% | -36% | 1% | x | -2.2%
S=C(NCc1ccccc1)Nc1ccncc1 | 9% | 5% | 0.6 | 67 | -2% | -0.1% | 13% | -6% | 0.1%[50 µM] | 3.5%
COc1ccc(CCNC(=O)COc2cc(O)c3c(c2)OC(C)(C)CC3=O)cc1OC | 4% | 6%[20 µM] | -2.4 | 95 | -14% | -0.2% | -12% | 7% | 7.8% | -5.3%
CC(C)N1CC(COc2ccc(Cl)cc2Cl)OC1=O (stereo not drawn) | 7% | 17% | -1.3 | 81 | 2% | -0.1% | -2% | -3% | 0.1% | -1.7%
CCN1CCN(C(=O)Cn2ncc3ccsc3c2=O)CC1 | 6% | 2% | -5.7 | 54 | 11% | -0.3% | -10% | 5% | -1.0% | -3.4%
COCCCN1C(=O)C(=O)/C(=C(/O)c2ccc(S(=O)(=O)N3CCOCC3)cc2)C1c1ccc(OC)cc1 (stereo not drawn) | 4% | 20% | -0.5 | 54 | 3% | -0.2% | -22% | -18% | 0.9% | 7.1%
CS(=O)(=O)c1nc(S(=O)(=O)c2ccc(Cl)cc2)c(NCCCN2CCCC2=O)s1 | 4% | -19% | -1.4 | 85 | -8% | -0.2% | 5% | -8% | 0.3% | 2.7%
CCN1CCN(C(=S)Nc2cccc(C(F)(F)F)c2)CC1 | 9% | 9% | 0.3 | 54 | -11% | 0.1% | -9% | -2% | 1.9%[50 µM] | 1.4%
Cc1[nH]c2c([N+](=O)[O-])cccc2c1C | 6% | -57% | 1.5 | 52 | -1% | 0.2% | 0% | -3% | -0.9% | 5.7%
Cc1ccc(NC(=S)N2CCC(c3ccccc3)C2)c(Cl)c1 (stereo not drawn) | -2% | 10% | 0.8 | 36 | 7% | 0.2% | -38% | 3% | 0.4% | -7.9%
Cc1ccc(Sc2ncccc2COC(=O)Nc2ccccc2)cc1 | 10% | 11% | 1.4 | 53 | 24% | 0.1% | 3% | -11% | 0.5% | -1.0%
Cn1cccc1Cc1nnc(SCC(=O)Nc2ccc3c(c2)OCCO3)n1-c1ccc(F)cc1 | 3% | -4% | -1.3 | 50 | -2% | -0.1% | 23% | 8% | 5.4% | 0.3%
CC(=O)Nc1ccc(NC(=O)C(F)(F)F)cc1 | 5% | 23% | -0.9 | 87 | 17% | -0.4% | -13% | 5% | 0.5% | -2.1%
CN(C(=O)c1ccc(N2CCOCC2)c([N+](=O)[O-])c1)C1CCCCC1 | 6% | -7%[20 µM] | -0.1 | 68 | 4% | -0.1% | -40% | -4% | 0.1% | 3.9%
Cc1cc(C)nc(NS(=O)(=O)c2ccc(Br)cc2)n1 | 6% | -34% | -2.6 | 84 | -12% | -0.1% | -22% | 4% | 0.5% | -3.6%
Cc1ccc(CC(=O)Nc2ccc(C(=O)N3CCCCC3)cc2)cc1 | 4% | -20% | 0.7 | 61 | 2% | -0.1% | -17% | 6% | 0.1% | 4.1%
